NFkB transloc inh: inhibitors of IL-1B driven NFkB p65 nuclear import, primary screen, imaging, HUVEC, IL-1B stimulus, high-content imaging. HUVEC IL-1B NFkB p65 nuclear translocation imaging. inhibition, % at 2 µM. 0.43% of 94,000 active. AID 796, 2007;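 active = inhibition above about 30% together with a positive call from visual inspection of the well image, limit read from the data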;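 also: nuclear over cytoplasmic p65 intensity ratio measured by imaging; 0% = IL-1B stimulated DMSO wells and 100% = unstimulated DMSO wells; values of inactives mirror those of a sister screen read the other way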
NFkB transloc pot: enhancers of NFkB p65 translocation in HUVEC – imaging, IL-1B stimulus, high-content imaging, primary screen. HUVEC IL-1B NFkB p65 nuclear translocation imaging. activation, % at 2 µM. 0.3% of 94,000 active;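 active = activation above 40%, about the mean plus 3 SD, also judged a hit on visual image review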;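 also: percent activation is computed from the nuclear over cytoplasmic p65 intensity ratio; values of inactives mirror those of a sister screen read the other way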
MRP reversal: reversal of MRP1-mediated doxorubicin resistance, primary screen, H69AR cells, doxorubicin co-treatment | H69AR cells + 2 uM doxorubicin, CellTiter-Glo, 72 h | differential viability (reversal), % at 10 µM | 0.04% of 85,000 active | AID 602, 2007;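 active = viability drop by adding the cancer drug above about 55%, with treated viability meeting a 40% cutoff, limit read from the data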;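 also: viability without doxorubicin minus viability with 2 µM doxorubicin for each compound; larger differential means the compound sensitizes cells more to doxorubicin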
PLAP inhibitors HTS: PLAP enzyme inhibitors, biochemical, luminescence, HTS (AID 690); Alkaline phosphatase, placental type (Homo sapiens); purified PLAP, luminescent substrate; higher % means a stronger effect; inhibition, % at 20 µM, or IC50 in µM where a hit was titrated; 0.08% of 96,000 active; in the data active = a potency from the dose series; inactive = the rest, 99 in 100 with inhibition below about 30%; also: strong numbers were not always called active
Bcl-B displacement: displacers of TR3 peptide from Bcl-B, primary screen, selectivity assay for Bfl-1 inhibitor project, biochemical, fluorescence polarization | Bcl-2-like protein 10 (Homo sapiens) | one-dose displacement, % at 20 µM; IC50 in µM for titrated hits | FP displacement of FITC-TR3 peptide from Bcl-B; higher % means a stronger effect | 0.11% of 96,000 active;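 active = displacement above 50% at 20 µM plus a fluorescence interference ratio under 1.5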;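 also: plate controls were wells without compound for no effect and wells lacking Bcl-B protein for full effect; a part of the inactive calls stands beside numbers as strong as those of hits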
MRP reversal cytotoxicity: further read-out of MRP reversal, marked with its call; viability, %; H69AR cells, CellTiter-Glo, 72 h; measured here: cytotoxicity without doxorubicin
MRP reversal with doxorubicin: second read-out of MRP reversal, no call of its own (marks repeat the call); viability, %; measured here: viability with 2 uM doxorubicin; active compounds read low
NFkB transloc inh cell count 2 µM: further read-out of NFkB transloc inh, marked with its call; cell count; measured here: cells passing quality filter;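 raw number of nuclei counted in each imaged well without normalization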
NFkB transloc pot cell count 2 µM: also measured in NFkB transloc pot; calls as there; cell count; measured here: cells passing quality filter
Starred values were filed as active, the others as inactive; . = no result given. This is a subset. The share of hits here may be higher or lower than overall.

Values run as follows: PLAP inhibitors HTS	MRP reversal	MRP reversal cytotoxicity	NFkB transloc inh	NFkB transloc pot cell count 2 µM	NFkB transloc inh cell count 2 µM	NFkB transloc pot	Bcl-B displacement	MRP reversal with doxorubicin
1. COC(=O)C1=C(C(=O)OC)SC(=C2C(=S)C(C)(C)N(C(=O)C(C)C)c3ccccc32)S1
    -33.0%	-1.9	74.4	0.1	192	192	-0.1	16.6%	76.3
2. Cc1ccnc(SCCn2c(N(C)Cc3ccccc3)nc3c2c(=O)n(C)c(=O)n3C)n1
    .	.	.	-8.2	56	56	8.2	.	.
3. COC(=O)c1ccccc1NC(=S)NC(=O)c1ccccc1C
    7.1%	.	.	.	.	.	.	-9.1%	.
4. CC(c1ccccc1)n1cc(C(=O)NCC2COc3ccccc3O2)nn1 (configuration not stated)
    .	2.5	96.6	4.6	167	167	-4.6	.	94.1
5. CCOc1ccc(CN2CCNC(=O)C2CC(=O)OC)cc1 (configuration not stated)
    -9.1%	4.1	100.1	15.7	164	164	-15.7	6.8%	96.0
6. COc1ccc(CC(=O)NC(C)c2nnc(SCC(=O)c3ccc(Br)cc3)n2C)cc1 (configuration not stated)
    -42.3%	-4.3	93.3	-3.3	101	101	3.3	-1.3%	97.6
7. Cc1csc(NC(=O)c2cnccn2)n1
    -6.5%	-9.6	65.9	.	.	.	.	10.5%	75.5
8. N#Cc1c(SCC(=O)O)nc(-c2ccccc2)c2c1CCCC2
    -11.2%	-2.3	89.7	3.3	191	191	-3.3	-8.7%	92.0
9. O=C(CSc1nnc(-c2cccnc2)o1)Nc1ccccn1
    0.7%	-4.8	85.8	16.9	84	84	-16.9	-5.0%	90.6
10. CCn1c(=O)cc(SCC(=O)Nc2ccc3c(c2)OCO3)c2ccccc21
    0.4%	-7.6	81.6	-8.4	198	198	8.4	-5.6%	89.2
11. COc1cccc(-c2noc(N)c2C#N)c1
    10.4%	-38.6	27.9	-33.1	132	132	33.1	-33.3%	66.4
12. Cc1nnc(NC(=O)c2cccc(NC(=O)C(C)C)c2)s1
    -13.2%	-10.5	86.4	0.9	179	179	-0.9	-0.2%	96.9
13. COCCCNC(=O)Nc1ccc2c(c1)N(C)C(=O)CS2
    18.9%	4.3	95.5	-5.8	55	162	-26.4	7.9%	91.2
14. O=C(c1ccc(Cl)cc1)c1cc(-c2ccccn2)c(N2CCOCC2)s1
    -15.0%	.	.	-1.9	160	160	1.9	-5.9%	.
15. CCN(C(=O)c1ccnc(C(C)(C)C)c1)c1ccccc1
    -46.8%	8.4	86.7	-1.0	171	171	1.0	2.6%	78.3
16. COc1ccccc1Nc1ncnc2c1oc1ccccc12
    16.1%	-3.5	87.0	-14.0	82	82	14.0	0.3%	90.5
17. O=C(Nc1ccc(N2CCN(C(=O)c3ccco3)CC2)cc1)c1cccc(F)c1
    16.2%	-35.8	30.3	-4.1	118	118	4.1	-2.4%	66.2
18. CCOC(=O)C(C)n1nc(C)c2sc3ccccc3c2c1=O (configuration not stated)
    .	18.4	108.8	-1.5	129	129	1.4	17.6%	90.4
19. Cc1nc(N2CCN(Cc3nc4ccccc4[nH]3)CC2)c2oc3ccccc3c2n1
    -93.9%	12.9	36.3	-5.1	139	139	5.1	3.6%	23.5
20. CCn1c(CN2CCN(c3ccc(Cl)cc3)CC2)nc2ccccc21
    .	3.1	64.3	-35.7	110	110	35.7	.	61.2
21. CCC(CC)c1nnc(NC(=O)CCCN2C(=O)c3ccccc3C2=O)s1
    -29.3%	-6.2	90.4	8.3	57	57	-8.3	1.2%	96.6
22. CCCc1ccc(OCc2ccc(C(=O)OC)o2)c(OC)c1
    -2.8%	3.9	99.2	0.1	154	154	-0.1	-4.0%	95.3
23. O=C(N1CCOCC1)N1CCN(Cc2ccccc2)CC1
    1.4%	4.0	92.9	0.3	176	176	-0.2	-8.4%	88.9
24. CCOC(=O)CN1NC2(CCC(C(C)(C)C)CC2)NC1=S (configuration not stated)
    -11.8%	12.2	95.0	6.5	149	149	-6.5	-3.3%	82.8
25. CCN1CCN(c2ncnc3sc(C(=O)Nc4ccccc4F)c(C)c23)CC1
    -16.1%	1.3	76.0	14.2	87	87	-14.2	9.4%	74.8
26. O=C(c1ccccc1)N(Cc1ccc(F)cc1)Cc1nc2ccccc2c(=O)[nH]1
    .	-11.1	73.5	-7.6	111	111	7.6	.	84.7
27. Cc1ccc(NC(=O)C(Cc2ccccc2)N2C(=O)C3C4CCC(C4)C3C2=O)cc1Cl (configuration not stated)
    -18.9%	.	.	-4.0	64	64	4.0	1.5%	.
28. Cc1nn(C)c(C)c1NC(=O)CCCSc1nc(-c2ccco2)cc(C(F)(F)F)n1
    .	-19.9	50.2	26.3	92	92	-26.3	.	70.0
29. COC(=O)c1ccc(C(=O)OC)c(NC(=O)N2c3ccccc3Sc3ccccc32)c1
    -15.5%	.	.	-2.3	139	139	2.3	25.5%	.
30. COc1ccccc1C1C=C(c2ccc(C)cc2)Nc2nnnn21 (configuration not stated)
    1.5%	-21.9	18.5	-32.1	136	136	32.1	-7.0%	40.4
31. Cc1ccc(CCNC(=O)C23CN(Cc4ccccc4)CC2C(c2cccc([N+](=O)[O-])c2)=NO3)cc1 (configuration not stated)
    -37.5%	.	.	1.9	181	181	-1.9	1.6%	.
32. CCN(CC)c1nc2n(c(=O)n1)CCN2CC
    -26.0%	5.6	86.4	-0.6	131	131	0.6	-4.2%	80.8
33. Cc1nn(CC(=O)Nc2ccccn2)c(C)c1[N+](=O)[O-]
    -3.1%	.	.	4.8	66	66	-4.8	-0.4%	.
34. N#CCSc1nc2[nH]ncc2c(=O)n1-c1ccccc1Br
    .	16.9	95.2	10.3	133	133	-10.3	11.2%	78.3
35. O=C(CSCc1nc2ccccc2[nH]1)Nc1ccc2ccccc2c1
    6.6%	.	.	8.3	80	80	-8.3	-1.9%	.
36. CCOC(=O)C1CCN(S(=O)(=O)c2ccc(OC)c(OC)c2)CC1
    -21.0%	24.3	109.8	-6.0	149	149	6.0	-3.4%	85.4
37. O=C(NCc1ccco1)C1CC(=O)N(c2ccc(F)cc2)C1 (configuration not stated)
    -2.0%	6.8	91.3	7.7	106	106	-7.7	4.7%	84.6
38. Cc1ccc(CC(CC(=O)O)C(=O)NC2CCCCC2)cc1 (configuration not stated)
    -16.8%	-9.5	94.9	-14.3	171	171	14.3	1.6%	104.4
39. COc1ccc2nc3oc(C(=O)N4CCCCC4)cc3cc2c1
    .	-7.1	79.5	-4.3	152	152	4.3	.	86.6
40. Cc1ncoc1C(=O)Nc1ccc(Oc2ccccc2)cc1
    -0.4%	3.3	87.3	-26.4	132	132	26.4	-6.7%	84.1
41. O=S(=O)(c1ccc(F)c(Cl)c1)N1CCCC1
    1.3%	-3.7	91.9	-11.9	148	148	11.9	-3.9%	95.6
42. O=S(=O)(N1CCCCC1)N1CCN(S(=O)(=O)N2CCCCC2)CC1
    -6.5%	-7.8	93.7	-4.5	154	154	4.5	-0.7%	101.5
43. COc1cccc(/C=N/NC(N)=S)c1OS(=O)(=O)c1ccccc1
    .	11.4	82.4	-6.4	110	110	6.4	.	70.9
44. O=C(O)C1CCCCC1C(=O)Nc1ccccc1F (configuration not stated)
    6.6%	-3.3	82.9	-23.1	112	112	23.1	-6.6%	86.2
45. Cc1cccc(NC(=S)NC(=O)C(c2ccccc2)c2ccccc2)n1
    .	.	.	9.9	184	184	-9.9	.	.

Not a retest: an excerpt of the list.
Values run as follows: PLAP inhibitors HTS	MRP reversal	MRP reversal cytotoxicity	NFkB transloc inh	NFkB transloc pot cell count 2 µM	NFkB transloc inh cell count 2 µM	NFkB transloc pot	Bcl-B displacement	MRP reversal with doxorubicin
1. COC(=O)C1=C(C(=O)OC)SC(=C2C(=S)C(C)(C)N(C(=O)C(C)C)c3ccccc32)S1
    -33.0%	-1.9	74.4	0.1	192	192	-0.1	16.6%	76.3
2. Cc1ccnc(SCCn2c(N(C)Cc3ccccc3)nc3c2c(=O)n(C)c(=O)n3C)n1
    .	.	.	-8.2	56	56	8.2	.	.
3. COC(=O)c1ccccc1NC(=S)NC(=O)c1ccccc1C
    7.1%	.	.	.	.	.	.	-9.1%	.
4. CC(c1ccccc1)n1cc(C(=O)NCC2COc3ccccc3O2)nn1 (configuration not stated)
    .	2.5	96.6	4.6	167	167	-4.6	.	94.1
5. CCOc1ccc(CN2CCNC(=O)C2CC(=O)OC)cc1 (configuration not stated)
    -9.1%	4.1	100.1	15.7	164	164	-15.7	6.8%	96.0

The list goes on.
Values run as follows: PLAP inhibitors HTS	MRP reversal	MRP reversal cytotoxicity	NFkB transloc inh	NFkB transloc pot cell count 2 µM	NFkB transloc inh cell count 2 µM	NFkB transloc pot	Bcl-B displacement	MRP reversal with doxorubicin
46. O=C(CN1CCOCC1)Nc1ccc(Oc2ccc(NC(=O)CN3CCOCC3)cc2)cc1
    -59.5%	-1.4	101.0	-19.5	117	117	19.5	-6.6%	102.4
47. COc1ccc(C(=O)n2nc(-c3ccccc3)nc2SC)cc1
    8.1%	.	.	-6.7	169	169	6.7	-3.3%	.
48. Nc1nc(CN2CCCCC2)cs1
    -5.8%	11.4	98.5	.	.	.	.	8.7%	87.2
49. COc1ccc(S(=O)(=O)N(C)CC(=O)N2CCOCC2)cc1
    12.2%	-3.6	82.8	2.5	140	140	-2.5	-11.0%	86.4
50. CS(=O)(=O)N1CCc2cc(-c3csc(NC(=O)C(c4ccccc4)c4ccccc4)n3)ccc21
    -39.1%	11.4	111.1	-1.4	155	155	1.4	-17.2%	99.8
51. CCOc1cc(C)c(Cl)cc1S(=O)(=O)n1cnc2ccccc21
    3.7%	-24.6	38.5	0.3	127	127	-0.3	-4.0%	63.1
52. Cc1ccn2cc(CSc3ccccc3N)nc2c1
    20.6%	-4.9	73.0	4.5	179	179	-4.5	2.2%	78.0
53. CC(=O)NC12CC3CC(C)(C1)CC(NC(C)=O)(C3)C2
    2.8%	1.7	90.2	-2.5	181	181	2.5	-4.0%	88.5
54. O=C(NCCc1c[nH]c2ccc(Cl)cc12)c1cccnc1
    28.3%	10.0	87.5	-4.0	165	165	4.0	2.4%	77.5
55. Nc1ccc(-c2nc3ccc(-c4nc5ccccc5o4)cc3[nH]2)cc1
    -5.1%	.	.	-5.1	101	101	5.1	-14.8%	.
56. Cn1c(=O)c2[nH]c(N3CCOCC3)nc2n(-c2ccccc2)c1=O
    12.2%	0.1	99.1	-17.3	109	109	17.3	-0.4%	99.0
57. COc1ccccc1OCc1nnc(SCC(=O)c2cc(Cl)ccc2OC)o1
    -7.3%	-3.0	72.6	-5.0	201	201	5.0	-5.9%	75.6
58. CCC(=O)Nc1ccc(Nc2ccccc2)cc1
    8.9%	-13.6	49.3	-3.1	172	172	3.1	-1.2%	62.9
59. CCCCc1ccc(CC2S/C(=C(\C#N)C(=O)N3CCOCC3)N(c3ccccc3)C2=O)cc1 (configuration not stated)
    -58.1%	7.1	101.1	-5.3	193	193	5.3	-12.6%	94.0
60. Cc1nccn1CCc1nc(N)nc(N)n1
    0.3%	-27.2	74.9	-16.8	143	143	16.8	1.8%	102.1
61. Nc1c(C(=O)CCC(=O)O)oc2ccc(Cl)cc12
    2.2%	-9.5	92.0	-6.1	56	56	6.1	-6.1%	101.5
62. COc1ccc2c(c1)C=CC1(O2)N(CCO)c2ccccc2C1(C)C (configuration not stated)
    .	.	.	-1.6	159	159	1.6	.	.
63. O=S1(=O)C=C(Oc2ccc(F)cc2)c2ccccc21
    8.9%	-8.2	83.7	-7.5	176	176	7.5	-5.1%	91.8
64. COc1cc(C(=O)COC(=O)Cc2cnc3sccn23)cc(OC)c1OC
    6.7%	9.1	90.6	.	.	.	.	2.2%	81.6
65. Cc1ccccc1NC(=O)NCCCN1CCCC1
    22.1%	4.8	96.4	2.1	54	54	-2.1	-25.0%	91.6
66. C=CCN1CC2CC3(COc4cc(C)cc(C)c4)C=CC2(O3)C1=O (configuration not stated)
    -61.0%	-8.9	87.9	-6.1	91	91	6.1	-1.7%	96.8
67. CCOC(=O)c1nc(N)sc1C(=O)OCC
    12.9%	.	.	-15.6	102	102	15.6	0.7%	.
